Source: PubChem
NTR1 ag: agonists of NTR1, primary screen, imaging, U2OS cells, beta-arrestin-GFP, high content (AID 493036). NTR1-U2OS beta-arrestin-GFP spot imaging, agonist mode. activation, % at 20 µM. 330,000 tested, 0.17% active;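 active means activation at or above 40% of the spot to cytoplasm intensity ratio, with at least 20 cells analyzed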;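 further: 0% = DMSO without peptide and 100% = 100 nM NTR1 peptide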
Target sequence (P30989 whole entry, looked up): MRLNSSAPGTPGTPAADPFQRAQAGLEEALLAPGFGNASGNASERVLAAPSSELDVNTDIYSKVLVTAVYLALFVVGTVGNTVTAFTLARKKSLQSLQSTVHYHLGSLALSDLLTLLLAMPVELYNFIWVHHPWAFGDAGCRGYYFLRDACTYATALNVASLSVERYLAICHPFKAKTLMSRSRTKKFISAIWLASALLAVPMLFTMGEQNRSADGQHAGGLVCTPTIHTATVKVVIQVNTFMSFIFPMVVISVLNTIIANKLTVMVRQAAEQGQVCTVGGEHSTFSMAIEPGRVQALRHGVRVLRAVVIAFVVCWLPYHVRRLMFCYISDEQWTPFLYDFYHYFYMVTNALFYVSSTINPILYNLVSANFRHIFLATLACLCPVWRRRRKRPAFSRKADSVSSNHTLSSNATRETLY
UTI89 phage lysis: inhibition of K1F phage lysis, E. coli UTI89, bacterial capsule biogenesis inhibitors, alamar blue (AID 488966); one-dose inhibition, % at 100 µM; IC50 in µM for titrated hits; 340,000 tested, 0.02% active; E. coli UTI89 K1F phage lysis, alamar blue, 2 h; higher % means a stronger effect;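 active means phage lysis inhibition, versus mean bacterial control, above a set limit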;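 further: capsule biogenesis inhibitors block K1F phage lysis so surviving cells raise fluorescence; higher fluorescence means more inhibition of phage lysis; actives were called in the ten point dose series up to 300 µM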
Large T inhibition: SV40 large T antigen inhibitors, biochemical (AID 1903). SV40 large T antigen ATPase/helicase inhibition assay; higher % means a stronger effect. one-dose inhibition, % at 20 µM; IC50 in µM for titrated hits. 310,000 tested, 0.39% active; in the data active means a potency from the dose series; further: strong numbers were not always called active
Rac1 GTP hydrolysis: MgcRacGAP GTPase-activating activity inhibitors, confirmation, biochemical, ADP Hunter fluorescence. Rac GTPase-activating protein 1 (Homo sapiens). MgcRacGAP-stimulated Rac1 GTP hydrolysis, ADP Hunter fluorescence; higher % means a stronger effect; GST-tagged Rac1 F28L mutant substrate. inhibition, % at 30 µM; hits with a dose series show IC50 in µM. 340,000 tested, 0.6% active. AID 624330, 2012;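 active means first-screen hits whose inhibition reached a set limit at any dose in the follow-up dose series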;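 further: fluorescence reports GDP produced by GAP-driven GTP hydrolysis; strong numbers were not always called active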
West Nile virus CPE: West Nile virus antiviral activity, cell-based, CPE readout (AID 1621) | West Nile virus-infected cells, CPE inhibition; higher % means a stronger effect | CPE inhibition, % at 10 µM; hits with a dose series show IC50 in µM | 290,000 tested, 0.02% active; in the data active means a potency from the dose series; further: strong numbers were not always called active
SIAH1 antagonists: Siah-1 peptide-binding antagonists, primary screen, biochemical, fluorescence polarization, rhodamine-plectin, uHTS (AID 1817); E3 ubiquitin-protein ligase SIAH1 (Homo sapiens); Siah-1 / rhodamine-plectin peptide fluorescence polarization; higher % means a stronger effect; one-dose displacement, % at 20 µM; IC50 in µM for titrated hits; 290,000 tested, 0.02% active;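 active means displacement of at least 50% at 20 µM, with a fluorescence ratio check between 0.3 and a set limit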;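 further: plate controls were Siah plus tracer with DMSO for no effect and tracer alone without Siah for full effect; strong numbers were not always called active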
Dengue-2 NS5 capping: Dengue-2 NS5 methyltransferase inhibitors, primary screen, biochemical, confirmation dose response (AID 588689); Genome polyprotein (Dengue virus type 2 (strain 16681-PDK53)); Dengue-2 NS5 methyltransferase capping enzyme assay, biochemical; higher % means a stronger effect; inhibition, % at 25 µM; hits with a dose series show IC50 in µM; 340,000 tested, 0.3% active; in the data active means a potency from the dose series
AID2073: inhibitors of Mint1-CaV2.2 protein interaction, biochemical, HTRF (AID 2073); Voltage-dependent N-type calcium channel subunit alpha-1B (Homo sapiens); HTRF protein-protein interaction, Mint1-CaV2.2; higher % means a stronger effect; one-dose inhibition, % at 20 µM; IC50 in µM for titrated hits; 290,000 tested, 0.19% active; in the data active means inhibition mostly above about 51%, no sharp cut-off; further: some results filed as inactive read as strong as hits
RSV CPE inhibition: RSV antiviral activity via CPE protection, HEp-2 cells, primary 10 µM value included (AID 2391) | HEp-2 cells, RSV-induced CPE inhibition; higher % means a stronger effect | CPE inhibition, % at 10 µM; hits with a dose series show IC50 in µM | 310,000 tested, 0.13% active; in the data active means a potency from the dose series; further: strong numbers were not always called active
NTR1 ag cell count 20 µM: also measured in NTR1 ag; calls as there; cell count; measured here: cell count, cytotoxicity flag
Starred values were filed as active, the others as inactive; . = not tested or not shown; [ ] = another dose, or the depositor's remark.

Results follow in this order: NTR1 ag	NTR1 ag cell count 20 µM	UTI89 phage lysis	Large T inhibition	Rac1 GTP hydrolysis	West Nile virus CPE	SIAH1 antagonists	Dengue-2 NS5 capping	AID2073	RSV CPE inhibition
NC(=S)Nc1c(Cl)cccc1Cl
    -0.1	34	-0.5%	77.4µM*	-4.5%	1.1%	1.4%	-7.0%	-0.9%	0.7%
CNc1nc(Cl)c(SC)c(NCc2cccc(OC)c2)n1
    4.8	87	-0.1%	8.7%	16.5%	-0.9%	2.4%	-6.6%	-4.4%	0.8%
CCN(C(=O)COC(=O)CNC(=O)c1ccc(Cl)cc1Cl)c1c(N)n(Cc2ccccc2)c(=O)[nH]c1=O
    2.1	43	0.1%[50 µM]	.	4.4%	.	.	-4.8%	.	.
COc1cc(Cl)cc(/C=C/c2ccc3cccc(O)c3n2)c1OC
    14.1	84	0.1%	0.5%	7.7%	-0.7%	7.6%	16.2%	29.0%	1.2%
Nc1cc(=O)[nH]c(SCCSc2ccccc2F)n1
    -0.8	61	0.0%	13.3%	1.2%	1.1%	-2.0%	-9.8%	5.8%	-0.8%
CN=Cc1c(NC)nc2c(C)cccn2c1=O
    -0.3	39	-0.1%	15.4%	6.1%	0.1%	0.8%	-2.7%	5.3%	7.5%
COc1cc(NS(=O)(=O)c2ccc(NC(=S)NC(=O)c3ccc(F)c(F)c3)cc2)nc(OC)n1
    0.0	70	-2.3%	13.3%	8.0%	-0.3%	7.3%	7.2%	27.1%	3.8%
Cc1cccc(N)c1SC1CCCCC1O (stereo not drawn)
    1.3	59	4.5%	18.9%	6.0%	-0.5%	7.6%	-1.8%	-5.7%	1.4%
O=C(c1ccc(-c2ccccc2Cl)o1)N1CCCC(C(F)(F)F)C1 (stereo not drawn)
    0.9	60	0.1%[50 µM]	.	3.4%	.	.	10.8%	.	2.3%
CS(=O)(=O)Nc1cccc(C2=NN(S(=O)(=O)c3ccccc3)C(c3ccco3)C2)c1 (stereo not drawn)
    -1.6	86	-0.2%	9.2%	1.7%	0.1%	-2.7%	-19.1%	9.5%	2.4%
Cc1[nH]c2ccccc2c1/C=C/C(=O)c1ccncc1
    -0.6	43	1.0%	17.6%	6.8%	-0.2%	-5.9%	-50.5%	-5.7%	.
Cc1ccc(C(=O)NCC(=O)Nc2ccncc2)s1
    1.4	65	2.6%[50 µM]	11.8%	-3.2%	-0.9%	8.0%	1.9%	13.9%	0.8%
Cc1cccc(-c2nnc(SCC(=O)Nc3ncccn3)n2C)c1
    -3.7	18	0.4%	-1.0%	12.1%	0.6%	-0.7%	-2.3%	-0.9%	4.0%
COCCn1c(C)cc(C(=O)COC(=O)C23CC4CC(CC(O)(C4)C2)C3)c1C
    1.2	87	-0.1%	18.2%	3.2%	-0.6%	0.1%	-1.3%	13.9%	3.0%
COc1ccc(CCNC(=O)/C(=C/c2cccnc2)NC(=O)c2ccccc2)cc1OC
    1.3	71	0.0%	9.6%	-3.0%	-0.4%	-3.5%	-2.2%	9.9%	0.6%

Record cards, from the list above. Order of screens: NTR1 ag	NTR1 ag cell count 20 µM	UTI89 phage lysis	Large T inhibition	Rac1 GTP hydrolysis	West Nile virus CPE	SIAH1 antagonists	Dengue-2 NS5 capping	AID2073	RSV CPE inhibition
CCN(C(=O)COC(=O)CNC(=O)c1ccc(Cl)cc1Cl)c1c(N)n(Cc2ccccc2)c(=O)[nH]c1=O as listed: 2.1	43	0.1%[50 µM]	.	4.4%	.	.	-4.8%	.	.
COCCn1c(C)cc(C(=O)COC(=O)C23CC4CC(CC(O)(C4)C2)C3)c1C as listed: 1.2	87	-0.1%	18.2%	3.2%	-0.6%	0.1%	-1.3%	13.9%	3.0%
COc1cc(Cl)cc(/C=C/c2ccc3cccc(O)c3n2)c1OC as listed: 14.1	84	0.1%	0.5%	7.7%	-0.7%	7.6%	16.2%	29.0%	1.2%
O=C(c1ccc(-c2ccccc2Cl)o1)N1CCCC(C(F)(F)F)C1 (stereo not drawn) as listed: 0.9	60	0.1%[50 µM]	.	3.4%	.	.	10.8%	.	2.3%

Other structures:
Results follow in this order: NTR1 ag	NTR1 ag cell count 20 µM	UTI89 phage lysis	Large T inhibition	Rac1 GTP hydrolysis	West Nile virus CPE	SIAH1 antagonists	Dengue-2 NS5 capping	AID2073	RSV CPE inhibition
N#Cc1c(-c2ccccc2)nc(SCC(=O)N(c2ccccc2)c2ccccc2)[nH]c1=O
    .	.	1.7%	16.9%	11.2%	0.0%	9.2%	9.4%	17.0%	1.0%
Nc1ccccc1-c1n[nH]c(=S)s1
    .	.	-0.1%	-2.7%	25.6%	-0.1%	3.8%	-3.8%	28.2%	.
COc1cc2[nH]c(=O)n(CCCCCC(=O)NCCc3c[nH]c4ccccc34)c(=O)c2cc1OC
    -2.4	84	-0.2%	6.0%	5.8%	0.1%	3.3%	-6.5%	-1.5%	-1.0%
CN(C)N1C(N)=C(C#N)C(c2ccc(F)cc2)C2=C1CCCC2=O (stereo not drawn)
    -0.9	59	-0.7%[50 µM]	7.2%	11.2%	-0.6%	2.0%	5.2%	16.5%	1.7%
CSc1ncc(C(=O)Nc2ccc(Br)cn2)c(C)n1
    0.8	77	1.4%[50 µM]	4.6%	.	-0.6%	0.6%	9.8%	2.2%	5.6%
O=C(OCC(=O)c1c[nH]c2ccccc12)c1cc(Br)ccc1O
    2.3	41	1.5%	2.5%	8.9%	-0.5%	21.4%	-9.6%	30.9%	1.6%
COc1cc(C#Cc2c(-c3cncn3C)n(C)c3ccc(-c4cnc(OC)nc4)cc23)cc(OC)c1
    1.5	55	-0.6%	.	4.9%	.	.	-1.6%	.	0.0%
CC1CCCC/C1=N\NS(=O)(=O)c1ccc(Br)cc1 (stereo not drawn)
    -4.0	86	5.2%	9.7%	-0.7%	0.4%	-1.2%	0.0%	-1.3%	1.0%
CCn1nc(-c2ccccc2)c2nc3ccccc3nc21
    3.6	57	0.5%	6.0%	4.3%	0.5%	0.4%	.	29.4%	4.3%
O=S(=O)(c1ccc(NC(=S)N/N=C/c2ccc(Oc3ccccc3)cc2)cc1)N1CCOCC1
    -0.6	105	0.4%	6.7%	10.6%	0.3%	2.2%	0.9%	29.9%	2.8%
O=C(Nc1cccc(C(F)(F)F)c1)Nn1cnnc1
    -1.0	57	0.3%	26.4%	2.4%	0.0%	12.7%	-8.0%	14.7%	1.2%
CC(C)c1nc2c(s1)CCc1onc(-c3cccc([N+](=O)[O-])c3)c1-2
    1.5	80	0.7%	5.4%	3.1%	.	.	-0.8%	.	4.9%
O=C(Nc1ccc(F)cc1)Nc1nnc(-c2ccncc2)s1
    3.0	52	0.4%	0.6%	1.8%	-1.6%	7.2%	-2.8%	50.5%	2.8%
CCN(CC(=O)NCc1ccc(F)cc1)C(=O)C1CCN(C(=O)Nc2ccccc2)CC1
    -1.7	64	0.4%	-3.9%	5.5%	-0.7%	5.4%	-4.2%	2.5%	-1.1%
N#CC(c1ccc(Cl)cc1)(c1ncc(C(F)(F)F)cc1Cl)N1CCOCC1 (stereo not drawn)
    2.1	72	-0.5%	4.9%	7.3%	.	-0.1%	9.6%	2.4%	-0.3%
COc1cccc(-n2nnnc2SCC(=O)NC2CCCCC2)c1
    0.1	52	0.6%	14.3%	5.7%	-0.2%	-1.3%	0.0%	15.8%	6.5%
O=C(c1ccc(Cl)cc1)N1CCN(c2ccnc3cc(Cl)ccc23)CC1
    .	.	1.1%	4.4%	2.6%	-0.4%	-1.0%	0.0%	5.0%	.
Cc1ccc(C(=O)NC(=S)Nc2ccccc2C(F)(F)F)cc1
    3.4	35	0.1%	21.3%	17.9%	-0.5%	1.7%	-10.4%	-13.4%	2.7%
COC(=O)C1=CN(C)C=C(C(=O)OC)C1c1ccsc1
    .	.	-0.5%	-2.3%	-0.5%	0.3%	-0.5%	9.6%	19.5%	.
COc1cccc(/C=C/C2=CC(C)(C)NC(=S)N2)c1
    1.4	53	1.7%	.	-3.9%	-1.4%	6.3%	-3.0%	1.9%	2.3%
CCOCCCNC(=O)c1ccc(Cn2c(=O)[nH]c3ccsc3c2=O)cc1
    -1.0	61	1.9%[50 µM]	3.6%	3.8%	0.5%	-0.7%	-0.8%	2.5%	-0.9%
COc1ccccc1NS(=O)(=O)c1cccc(C(=O)NCC(C)(C)N2CCOCC2)c1
    0.5	58	1.7%[50 µM]	5.6%	4.4%	-0.5%	-0.4%	1.9%	2.6%	1.1%
COCCNC(=O)CN(C(=O)CCC(=O)Nc1ccccn1)c1ccccc1F
    0.1	97	-1.5%	3.7%	6.7%	-0.1%	2.4%	-6.5%	9.9%	-0.2%
O=C(CCN1C(=O)c2cccc3cccc(c23)C1=O)NCc1cccnc1
    0.6	97	-0.2%	10.6%	11.1%	0.2%	-0.7%	-12.6%	-5.7%	0.3%
CCCN1C(=O)c2ccccc2NC1c1ccc(C)cc1 (stereo not drawn)
    0.2	74	-1.7%	3.2%	0.0%	0.0%	-1.9%	3.4%	4.2%	0.9%
Cn1c(SCC(=O)NCC2CCCO2)nnc1-c1cccc(NC(=O)c2ccccc2F)c1 (stereo not drawn)
    -0.7	56	0.2%	3.5%	2.1%	0.4%	-6.9%	-4.5%	0.3%	0.9%
OCCN1CCN(c2nc(N3CCCCC3)nc(N3CCCCC3)n2)CC1
    4.5	86	0.3%	4.8%	4.9%	-0.3%	-3.7%	-7.1%	9.3%	-2.3%
C=C(C)COc1cc2oc(=O)c(CC(=O)N3C[C@H]4C[C@@H](C3)c3cccc(=O)n3C4)c(C)c2cc1Cl
    6.0	71	0.3%	.	1.0%	0.3%	3.1%	-0.7%	8.0%	1.4%
CC(=O)Nc1ccc(NC(=O)C(C)OC(=O)CNS(=O)(=O)/C=C/c2ccc(C)cc2)cc1 (stereo not drawn)
    -0.3	58	-1.1%	1.9%	3.6%	.	.	1.5%	.	1.8%
CCc1nnc(NC(=O)c2ccc(S(=O)(=O)N3CCCC3)cc2)s1
    -1.5	49	0.2%	6.7%	1.2%	-0.1%	-4.6%	-1.8%	1.4%	2.5%
CC1(OC(=O)C2CCCC2)C(=O)C=C2C=C(C3CC3)OC=C2C1=O (stereo not drawn)
    -2.5	100	.	23.3%	.	1.1%	.	.	.	1.8%
Cn1cc(C(=O)NCc2cccnc2)c(=O)c2cc(S(=O)(=O)N3CCCCCC3)ccc21
    0.4	43	.	13.9%	.	3.0%	-1.4%	.	2.1%	1.5%
CCOC(=O)c1c(NC(=O)Cn2nc([N+](=O)[O-])c(Br)c2C)sc2c1CCC(C)C2 (stereo not drawn)
    -1.8	63	-0.8%	4.5%	4.7%	0.0%	-4.9%	-2.4%	13.5%	0.9%
COc1ccccc1CNC(=O)COC(=O)c1cccs1
    -1.1	41	0.4%[50 µM]	.	6.4%	.	.	-8.8%	.	.
O=C1C(c2ccc(F)cc2)N(CC2COc3ccccc3O2)C(=O)CN1C1CCCCC1 (stereo not drawn)
    4.7	52	5.0%	1.9%	1.3%	0.0%	-4.5%	4.8%	5.2%	0.1%
